esBAF inh – SWI/SNF esBAF complex inhibition; mouse ES cells, Bmi1-luciferase knock-in reporter, 24 h; 100% = twice the neutral-well signal; reporter increase, % at 12.5 µM; actives 2% (n = 350,000); AID 602393; in the data active = activation above about 40%;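 also: 0% = median of the plate's neutral control wells and 100% = double that signal; a rise in the Bmi1 reporter signal indicates esBAF inhibition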
S100A4 MyoIIA – blocks human S100A4 binding to myosin IIA peptide | P26447 | S100A4/TAMRA-MyoIIA peptide fluorescence polarization | inhibition, % at 10.7 µM | actives 0.14% (n = 360,000) | AID 652163;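 active = mean inhibition of at least 70% across replicates, with every replicate also reaching that level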
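Material: human S100A4 monomer with TAMRA-labelled myosin IIA peptide; buffer or medium: HEPES pH 7.2 with CaCl2, KCl, NaCl, DTT, Triton; compound dosing: one concentration per compound; schedule: 5 min incubation before reading; benchmarks: neutral control DMSO, positive control TFP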
EWS-Fli block – EWS/Fli transcriptional activity inhibition; A673 NR0B1-luciferase reporter, viability-normalised; inhibition, % at 12.6 µM; actives 0.67% (n = 350,000); AID 651661;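 active = mean inhibition of at least 50% after viability correction, with every replicate also passing that limit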;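 also: firefly luciferase signal divided by Alamar Blue viability fluorescence both relative to DMSO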
E-selectin induc – induces E-selectin expression in human endothelial cells; P16581; HUVEC E-selectin immunofluorescence imaging; normalized: neutral wells 0, TNF-alpha wells 100; activation, % at 7.58 µM; actives 0.37% (n = 260,000);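 active = mean E-selectin-positive cell signal at least 10% of the positive control, reached in at least 60% of replicates, without over 20% cell loss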;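 also: in these data hits start at about 27%; measured in HUVEC primary endothelial cells; signal is the percent of cells scored E-selectin positive by PE staining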
Target sequence (P16581 whole entry, looked up): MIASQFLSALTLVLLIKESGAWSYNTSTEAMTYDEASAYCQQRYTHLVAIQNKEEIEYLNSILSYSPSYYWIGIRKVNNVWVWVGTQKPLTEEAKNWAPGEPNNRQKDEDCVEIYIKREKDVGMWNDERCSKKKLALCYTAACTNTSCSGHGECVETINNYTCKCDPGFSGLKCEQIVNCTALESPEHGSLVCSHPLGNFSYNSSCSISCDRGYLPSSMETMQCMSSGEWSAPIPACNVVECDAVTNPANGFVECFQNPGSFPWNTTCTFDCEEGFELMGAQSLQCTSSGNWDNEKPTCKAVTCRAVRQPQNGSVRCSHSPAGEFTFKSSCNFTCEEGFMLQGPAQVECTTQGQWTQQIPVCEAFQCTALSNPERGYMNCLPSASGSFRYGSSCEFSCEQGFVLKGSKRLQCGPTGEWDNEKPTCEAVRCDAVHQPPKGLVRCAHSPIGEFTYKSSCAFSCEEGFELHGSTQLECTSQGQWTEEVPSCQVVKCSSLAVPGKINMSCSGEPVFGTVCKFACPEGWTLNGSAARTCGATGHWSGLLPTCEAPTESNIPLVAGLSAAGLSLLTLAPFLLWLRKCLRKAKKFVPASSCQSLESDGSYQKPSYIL
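Test system – human umbilical vein endothelial cells (HUVEC), E-selectin induction · Input – 3,000 HUVEC seeded per well · Buffer or medium – EGM-2, gelatin · Compound dosing – single-point compound dose · Detection – immunofluorescence imaging · Measure – percent E-selectin-positive cells · Controls – TNF-alpha high, DMSO low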
Xi reactivation – activators of X-chromosome reactivation in mouse fibroblasts; activation, % at 7.58 µM; actives 0.055% (n = 360,000); XiGFP mouse fibroblasts, % GFP-positive cells imaging, 3 d; cells co-treated with 5-aza-dC sensitizer; scaled so ellipticine positive control = 100%;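 active = mean normalized replicate activation at least 10% and every replicate at or above 10%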;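 also: 0% = median of on-plate neutral control wells and 100% = ellipticine 6 µM median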
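System: SV40-immortalized XiGFP fibroblast cells, line 68-5-11 / Incubation: 3-day compound exposure, then 15 min fixation at room temperature / Compound: single concentration per compound, delivered by pin transfer / Buffer or medium: DMEM plus 5-aza-dC sensitizer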
RAD54 inh – RAD54 (human) branch migration inhibition; Q92698; RAD54 Holliday junction branch migration, FAM/BHQ fluorescence; inhibition, % at 10.4 µM; actives 0.14% (n = 360,000); AID 602329;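 active = mean normalized replicate activity at least 40 and at least half of replicates scoring 40 or more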;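 also: 0% = median of neutral control wells and 100% = median of positive control wells; inhibitors cause a drop in the FAM fluorescence signal; in these data hits start at about 50%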
RAD52 inh – RAD52 (human) annealing inhibition; inhibition, % at 18.7 µM; recombinant RAD52 DNA annealing, FRET fluorescence; P43351; actives 0.46% (n = 360,000); AID 651710;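 active = every replicate showing at least 50% inhibition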
Target sequence (P43351 whole entry, looked up): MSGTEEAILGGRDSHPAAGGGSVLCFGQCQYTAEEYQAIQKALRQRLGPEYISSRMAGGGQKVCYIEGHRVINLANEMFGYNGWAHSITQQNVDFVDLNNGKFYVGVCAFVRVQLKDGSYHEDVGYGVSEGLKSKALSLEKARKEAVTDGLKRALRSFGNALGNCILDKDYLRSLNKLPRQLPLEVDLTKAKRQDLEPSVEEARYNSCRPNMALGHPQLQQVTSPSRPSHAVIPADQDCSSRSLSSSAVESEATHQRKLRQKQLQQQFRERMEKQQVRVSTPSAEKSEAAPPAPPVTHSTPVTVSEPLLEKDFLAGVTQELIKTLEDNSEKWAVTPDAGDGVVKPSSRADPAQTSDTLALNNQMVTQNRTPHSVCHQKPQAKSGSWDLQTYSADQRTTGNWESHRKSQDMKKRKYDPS
FN deposit inh – fibronectin deposition inhibition; AID 743247; AH1F fibroblasts, Alexa488-fibronectin deposition fluorescence, overnight; inhibition, % at 12.6 µM; actives 0.086% (n = 350,000);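 active = mean inhibition across replicates of 30% or more, regardless of how many single replicates reach that level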;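 also: positive control wells lacked labelled fibronectin entirely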
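Test system: AH1F fibroblast monolayer depositing Alexa488-labelled fibronectin into matrix. Input: 10000 cells per well. Technique: fluorescence, ex 485 nm, em 525 nm. Buffer or medium: DMEM plus 2% serum, read in PBS. Timing: 1 h cell adhesion before compound, then overnight fibronectin incubation. Compound: single dose, pinned. Read-out basis: inhibition from reduced deposited-fibronectin fluorescence.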
Numbers without * were called inactive; . = not tested or not shown.

Each structure is followed by: RAD54 inh, Xi reactivation, S100A4 MyoIIA, esBAF inh, EWS-Fli block, RAD52 inh, E-selectin induc, FN deposit inh
1) Cc1ccc([C@H]2C[C@H](O)[C@@H](n3cc(COC(=O)c4ccccc4)nn3)CN2CC2CCCCC2)cc1
→ 2, 0.0, -3, 2, 11, -11, ., -5
2) COc1ccc(NC(=O)Nc2ccc3c(c2)C(=O)N([C@@H](C)CO)C[C@H](C)[C@H](CN(C)C(=O)NC(C)C)OCCCC[C@@H](C)O3)cc1
→ ., -0.1, -7, ., 2, 10, ., -1
3) CCOc1ccccc1NC(=O)c1nc(-c2ccccc2)oc1C
→ ., 0.0, -5, ., 12, -11, ., 1
4) Cc1nn(C)c(C(=O)N2CCOCC2)c1Cl
→ -6, 0.0, ., 1, ., ., 0.4, 10
5) C[C@H](CO)N1C[C@H](C)[C@H](CN(C)C(=O)Nc2cccc3ccccc23)Oc2c(NS(=O)(=O)c3cccs3)cccc2C1=O
→ -4, -1.0, -16, 3, 17, 0, 0.0, 0
6) O=C(OCC(=O)N1CCOCC1)c1ccc2[nH]c3c(c2c1)CCCC3
→ 2, 0.5, -8, 4, -8, -20, -1.8, 7
7) Cc1cccc(NC(=O)CSc2nnnn2-c2ccc3c(c2)OCCO3)n1
→ ., 0.5, 2, ., -2, -11, 0.0, 3
8) N#Cc1ccc(-c2ccc([C@H]3[C@H]4CN(C(=O)C5CCCCC5)CC(=O)N4[C@H]3CO)cc2)cc1
→ ., 0.0, 3, ., -5, 6, -0.4, .
9) O=C(CC(=O)Nc1ccccc1C(F)(F)F)Nc1ccccc1C(F)(F)F
→ -13, 0.3, 1, 2, 3, -5, 0.2, 10
10) C[C@H]1CN([C@@H](C)CO)C(=O)c2cc(NC(=O)CCN3CCOCC3)ccc2O[C@H]1CN(C)Cc1ccccc1
→ 7, -0.7, -4, 6, 0, -7, -0.1, .
11) COc1ccc(-c2noc(N3CCC(C(=O)Nc4cc(OC)c(OC)c(OC)c4)CC3)n2)cc1
→ -26, 0.0, 2, 10, -10, -13, ., -9
12) COc1ccc(CC(=O)NNC(=O)c2cc(C)oc2C)cc1OC
→ -11, -0.1, -13, -2, -2, -6, ., -5
13) Cc1cc(NC(=O)C(C)SCC(=O)Nc2cc(C(F)(F)F)ccc2N2CCCCC2)no1 (stereo not given)
→ 2, 0.0, -3, 2, 5, -19, ., -4
14) CCOC(=O)C1(C)CCCN1C(=O)c1ccc(N(C)C)cc1 (stereo not given)
→ 6, 0.2, -2, -2, 4, -119, 0.0, -4
15) O=S(=O)(NC1CCN(Cc2ccc(OCCO)cc2)CC1)c1cc(C(F)(F)F)ccc1Cl
→ -52, ., 11, ., -9, 10, ., .
16) COc1ccc(N2CCN(C(=O)c3cc(C4CC4)nn3-c3ccccc3)CC2)cc1
→ 1, -0.1, -1, 0, -1, 10, 0.6, 1
17) Cc1ccc(C)c(NC(=O)CN(C)C(=O)c2cccc(Oc3ccccc3)c2)c1
→ 13, 0.1, -5, 7, 2, -4, -1.4, 0
18) CSc1ccc(C2NC(=O)c3c(sc4c3CCN(C)C4)N2)cc1 (stereo not given)
→ -39, 9.0, -3, 2, -5, -56, 0.1, -6
19) COCCCNC(=O)C1CC(=O)N(CCc2ccc(F)cc2)C1 (stereo not given)
→ 4, 0.0, -4, 8, 10, -10, ., 1
20) C/C(=N\NC(=O)c1ccccc1)C1C2C=CC(C2)C1(C)C (stereo not given)
→ 7, 0.7, -3, -3, 6, -21, 2.5, -3
21) CC(=O)N(C)N(C)c1cc(C)nc(N)n1
→ ., 0.0, -5, -3, 2, -7, 0.7, 3
22) COc1ccc(CN(C)C[C@@H]2OCCCC[C@@H](C)Oc3ccc(NC(=O)c4ccccc4)cc3C(=O)N([C@H](C)CO)C[C@H]2C)cc1
→ -2, 0.2, 15, -5, 7, 19, -0.1, .
23) O=C(C[C@H]1C[C@H]2c3cc(NC(=O)C4CCOCC4)ccc3O[C@H]2[C@H](CO)O1)NCCc1ccccc1
→ -4, 0.0, -9, -3, 4, 5, -0.1, -4
24) Cc1cccc(-c2ccc(C3[C@@H]4CN(C(=O)C5CCOCC5)C[C@H]3N4)cc2)c1 (stereo not given in full)
→ ., 0.1, 0, ., -6, 11, 0.0, -10
25) COc1ccc2c3c([nH]c2c1)[C@@H](CO)N(CC1CCOCC1)CC31CN(C(=O)C2CCOCC2)C1
→ ., 0.3, -9, ., -15, -68, -0.3, .
26) COc1ccc(C(CC(=O)N2CCOCC2)c2c(O)cc(OC)cc2OC)cc1 (stereo not given)
→ -3, -0.1, -2, -6, -6, -7, 0.1, 14
27) Cn1nc(C(F)(F)F)c2cc(C(=O)O)sc21
→ ., 0.0, 2, ., 0, -2, ., -12
28) CSc1nc(S(=O)(=O)c2ccccc2)c(Cl)s1
→ ., 0.2, -10, ., 2, -10, 0.0, -3
29) CCOC(=O)C1=C(N)Oc2ccc3ccccc3c2C1c1cccc(O)c1 (stereo not given)
→ -10, 0.1, -3, -2, -13, -3, 1.2, -1
30) COc1ccc(-c2ccc3c(c2)O[C@@H](CN(C)C(=O)Nc2ccccc2F)[C@H](C)CN([C@H](C)CO)S3(=O)=O)cc1
→ 5, -1.4, 9, 6, 22, 4, 0.8, 3
31) CCCOc1ccccc1OCC(=O)Nc1cc(Cl)ccc1-n1cncn1
→ 4, 0.0, -4, -3, 12, 1, -0.1, 10
32) COc1cccc(OC)c1/C=C/C(=O)NC1CCCCC1
→ 13, 0.1, 0, 3, -9, -7, ., 4
33) COc1ccc(NC(=O)Nc2ccc3c(c2)CC(=O)N([C@@H](C)CO)C[C@H](C)[C@@H](CN(C)C(=O)NC2CCCCC2)O3)cc1
→ 5, -0.2, 17, -3, -3, -2, -0.2, .
34) Cc1cccc(CS(=O)(=O)Cc2ccc(C(=O)NC3CCCCC3)o2)c1
→ 0, 0.0, -3, 6, 2, -4, -0.2, 6
35) CS(=O)(=O)c1ccc(Cl)c(NC(=O)CSc2n[nH]c(-c3cccs3)n2)c1
→ -8, -0.1, 8, 1, -7, -25, 0.5, -12
36) C[C@H](NC(=O)C[C@H]1CC[C@H](NC(=O)Cc2ccccn2)[C@@H](CO)O1)c1ccccc1
→ -10, 4.5, -55, 6, -2, -6, 0.1, 0
37) O=C([C@@H]1[C@@H](CO)[C@@H]2Cn3c(cccc3=O)[C@@H]2N1C(=O)CC1CC1)N1CCc2ccccc2C1
→ -2, 0.1, -4, 2, -5, -3, 0.0, -9
38) Cc1ccccc1C(=O)OCC(=O)Nc1cccc(S(=O)(=O)N2CCCCC2)c1
→ 2, 0.1, -4, 10, -9, -106, 0.2, .
39) Oc1ccccc1C=NCCN=Cc1ccccc1O
→ ., ., -4, -4, 1, -4, -0.2, 12
40) CC(C)NC(=O)Nc1ccc2c(c1)C(=O)N([C@@H](C)CO)C[C@@H](C)[C@H](CN(C)C(=O)C1CCCCC1)OCCCC[C@@H](C)O2
→ 4, 0.1, -9, 6, 4, 7, -0.1, -2
41) C=CCn1c(-c2ccccn2)n[nH]c1=S
→ ., 0.0, 2, ., 5, 0, 0.6, -17
42) CC(C)(C)C1CCC(OCC(O)CN2CCN(Cc3ccccc3)CC2)CC1 (stereo not given)
→ ., 0.0, -2, ., 10, 13, ., 9
43) C[C@@H]1CN([C@@H](C)CO)S(=O)(=O)c2ccc(-c3ccncc3)cc2O[C@H]1CN(C)C(=O)CC1CC1
→ 4, 0.9, -1, 3, -3, 10, -0.1, .
44) CC(C)C[C@H]1CN(CCCC[C@H]2CNC(=O)C(=O)N2Cc2ccccc2)C(=O)C(=O)N1CCc1ccccc1
→ ., 0.1, -3, ., -3, 8, 0.3, 11
45) O=C(Nc1nnc(-c2ccncc2)o1)C1CCCCC1
→ ., 0.4, 2, ., -2, -8, 0.1, 3

Structures above that have a halogen:
Each structure is followed by: RAD54 inh, Xi reactivation, S100A4 MyoIIA, esBAF inh, EWS-Fli block, RAD52 inh, E-selectin induc, FN deposit inh
4) Cc1nn(C)c(C(=O)N2CCOCC2)c1Cl
→ -6, 0.0, ., 1, ., ., 0.4, 10
9) O=C(CC(=O)Nc1ccccc1C(F)(F)F)Nc1ccccc1C(F)(F)F
→ -13, 0.3, 1, 2, 3, -5, 0.2, 10
13) Cc1cc(NC(=O)C(C)SCC(=O)Nc2cc(C(F)(F)F)ccc2N2CCCCC2)no1 (stereo not given)
→ 2, 0.0, -3, 2, 5, -19, ., -4
15) O=S(=O)(NC1CCN(Cc2ccc(OCCO)cc2)CC1)c1cc(C(F)(F)F)ccc1Cl
→ -52, ., 11, ., -9, 10, ., .
19) COCCCNC(=O)C1CC(=O)N(CCc2ccc(F)cc2)C1 (stereo not given)
→ 4, 0.0, -4, 8, 10, -10, ., 1
27) Cn1nc(C(F)(F)F)c2cc(C(=O)O)sc21
→ ., 0.0, 2, ., 0, -2, ., -12
28) CSc1nc(S(=O)(=O)c2ccccc2)c(Cl)s1
→ ., 0.2, -10, ., 2, -10, 0.0, -3
30) COc1ccc(-c2ccc3c(c2)O[C@@H](CN(C)C(=O)Nc2ccccc2F)[C@H](C)CN([C@H](C)CO)S3(=O)=O)cc1
→ 5, -1.4, 9, 6, 22, 4, 0.8, 3
31) CCCOc1ccccc1OCC(=O)Nc1cc(Cl)ccc1-n1cncn1
→ 4, 0.0, -4, -3, 12, 1, -0.1, 10
35) CS(=O)(=O)c1ccc(Cl)c(NC(=O)CSc2n[nH]c(-c3cccs3)n2)c1
→ -8, -0.1, 8, 1, -7, -25, 0.5, -12

Taken from above.
For FN deposit inh, CC(C)C[C@H]1CN(CCCC[C@H]2CNC(=O)C(=O)N2Cc2ccccc2)C(=O)C(=O)N1CCc1ccccc1 reads 11
For esBAF inh, C[C@@H]1CN([C@@H](C)CO)S(=O)(=O)c2ccc(-c3ccncc3)cc2O[C@H]1CN(C)C(=O)CC1CC1 reads 3

Screens (PubChem)
